# Screens as filed in PubChem BioAssay.
# Furin inh: inhibitors of human furin; P09958; purified furin, fluorogenic substrate cleavage; inhibition, % at 30 µM; 220,000 compounds, 0.061% hits; AID 463115; in the data active = inhibition above about 25%; note: inactives centre near -15
# Target sequence (P09958 108-714 limits assumed): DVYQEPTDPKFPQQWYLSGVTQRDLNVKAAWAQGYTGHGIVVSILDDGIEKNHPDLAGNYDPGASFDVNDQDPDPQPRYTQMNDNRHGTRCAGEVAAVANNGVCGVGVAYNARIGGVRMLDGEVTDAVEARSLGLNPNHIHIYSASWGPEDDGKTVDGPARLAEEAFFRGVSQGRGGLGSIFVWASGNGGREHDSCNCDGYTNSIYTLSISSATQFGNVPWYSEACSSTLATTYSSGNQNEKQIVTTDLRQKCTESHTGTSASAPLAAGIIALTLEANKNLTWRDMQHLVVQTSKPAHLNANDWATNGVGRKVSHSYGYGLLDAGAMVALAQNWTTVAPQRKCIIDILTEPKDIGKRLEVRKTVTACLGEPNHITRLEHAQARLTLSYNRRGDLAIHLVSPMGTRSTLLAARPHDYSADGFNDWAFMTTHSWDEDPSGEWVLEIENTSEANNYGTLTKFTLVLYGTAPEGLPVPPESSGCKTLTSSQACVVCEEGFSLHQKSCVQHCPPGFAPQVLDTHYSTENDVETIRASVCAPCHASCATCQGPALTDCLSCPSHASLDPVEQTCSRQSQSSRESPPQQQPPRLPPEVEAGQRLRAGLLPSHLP
# Runt-SMMHC FRET: blocks binding of human RUNX1 Runt domain to CBFb-SMMHC. Q01196+Q13951. Cerulean-Runt/Venus-CBFb-SMMHC FRET ratio 530/480, 1 h. inhibition, % at 20 µM. 220,000 compounds, 0.74% hits;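 active = mean inhibition across duplicate retests at 20 µM reaching about 50%, limit read from the data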;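 note: 0% = DMSO wells and 100% = wells with excess untagged CBFb-SMMHC; inhibitors lower the FRET ratio by blocking Runt binding to CBFb-SMMHC; some results filed as inactive read as strong as hits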
# Calpain2 inh: inhibitors of pig calpain II | 220,000 compounds, 0.37% hits | inhibition, % at 16 µM | AID 1236 | purified calpain II, fluorogenic peptide substrate, 30 min;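 active = inhibition above about 50%, limit read from the data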
# EBV gp42 inh: blocks Epstein-Barr virus glycoprotein 42 binding | Q1HVG2 | Fluorescence polarization binding assay, mP read-out | inhibition, % (tested at 21.74 µM) | 220,000 compounds, 0.42% hits | AID 1085; in the data active = inhibition above about 50%
# Target sequence (Q1HVG2 whole entry, looked up): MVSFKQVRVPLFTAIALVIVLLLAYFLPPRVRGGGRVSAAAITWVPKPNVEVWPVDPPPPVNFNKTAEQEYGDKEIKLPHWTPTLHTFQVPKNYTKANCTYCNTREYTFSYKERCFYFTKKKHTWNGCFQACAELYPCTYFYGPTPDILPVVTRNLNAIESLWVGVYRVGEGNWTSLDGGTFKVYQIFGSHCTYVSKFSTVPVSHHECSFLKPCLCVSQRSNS
# Runt-CBFb FRET: Runt domain-CBFb interaction inhibition | Q01196+Q13951 | Cerulean-Runt/Venus-CBFb FRET ratio 530/480, 1 h | 220,000 compounds, 0.46% hits | inhibition, % at 20 µM | AID 1496;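 active = inhibition over about 50% at 20 µM in the single-dose screen, limit read from the data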;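 note: 0% = DMSO wells and 100% = excess unlabeled CBFb competitor control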
#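 Buffer or medium: Tris pH 7.5 buffer with BSA. Assay system: Cerulean-labeled Runt domain protein. Amount: each fluorescent fusion protein 100 nM. Read-out basis: loss of energy transfer signal. Incubation: 1 h compound exposure, room temperature. Probe or stimulus: Venus-CBFb binding partner, 100 nM. Detection: FRET, excitation 422 nm, emission at 530 and 480 nm.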
# p97 inhibitor: human p97 ATPase inhibition; P55072; recombinant p97 ATPase, Kinase-Glo ATP luminescence, 3 h; inhibition, % at 8 µM; 220,000 compounds, 0.42% hits; AID 1481; in the data active = inhibition above about 15%;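 note: 0% = DMSO vehicle and 100% = wells lacking enzyme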
# TbHK1 inh: T. brucei hexokinase 1 inhibition; recombinant TbHK1, G6PDH-coupled NADH A340; inhibition, % at 10 µM; AID 1430; 220,000 compounds, 0.11% hits;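 active = inhibition of 50% or more in the single-dose primary screen; inactive = inhibition below 50%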
# NCF1 inh: blocks human p47phox regulatory protein of NADPH oxidases | 220,000 compounds, 0.53% hits | p47phox/p22phox peptide binding, fluorescence polarization, 2 h | inhibition, % at 24.7 µM | P14598;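 active = inhibition above about 30%, limit read from the data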;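 note: 0% = p47phox with labelled peptide and 100% = labelled peptide alone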
# RBBP9 inh: inhibitors of human serine hydrolase RBBP9. 220,000 compounds, 0.2% hits. inhibition, % at 7.94 µM. recombinant RBBP9, FP-Rh probe fluorescence polarization;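 active = inhibition above the campaign mean of all tested compounds plus 3 SD, cut at about 14% in these data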;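 note: plate controls were DMSO wells with RBBP9 for no effect and wells lacking RBBP9 protein for full effect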
# Target sequence (O75884 whole entry, looked up): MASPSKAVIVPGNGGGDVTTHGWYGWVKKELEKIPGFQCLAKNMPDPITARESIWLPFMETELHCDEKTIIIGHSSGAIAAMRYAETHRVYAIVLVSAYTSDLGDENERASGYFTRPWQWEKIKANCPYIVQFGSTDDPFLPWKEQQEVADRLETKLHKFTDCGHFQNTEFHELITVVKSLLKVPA
#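 Test system: recombinant human RBBP9; Timing: 30 min then 45 min, 25 °C; Detection: fluorescence polarization; Control set: RBBP9 with DMSO as uninhibited control, no-protein wells as full inhibition; Compound dosing: one concentration, 7.94 µM nominal, 0.794% DMSO; Probe or stimulus: FP-Rh activity-based probe, 375 nM before mixing.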
# The depositor's hits bear a star; / = no result given; [ ] = remark or other dose.
SMILES,Furin inh,Runt-SMMHC FRET,Calpain2 inh,EBV gp42 inh,Runt-CBFb FRET,p97 inhibitor,TbHK1 inh,NCF1 inh,RBBP9 inh
O=C(CN1CC(=O)Oc2ccccc21)OCC(=O)c1ccc(F)cc1,-6.6,13.1,-5.0,-19.0,7.9,6.1,9.1,-6.5,3.7
C=Cn1c(C(=O)O)ccc1-c1ccc(OC)cc1,-9.5,/,-31.8,-2.8,/,-0.2,0.7,-4.3,-6.1
Cc1c(C(=O)NCc2cccnc2)oc2ccc(S(=O)(=O)N3CCCCCC3)cc12,-11.9,-2.1,7.4,-8.6,-6.6,1.8,0.3,-13.5,-6.1
CC1(C)Cc2c(C#N)c(N3CCN(C(=O)c4ccco4)CC3)nc(Cc3ccccc3)c2CO1,-24.5,-6.2,-125.2,3.5,-5.0,0.7,-2.6,-4.6,-0.2
COc1cccc(/C=N/NC(=O)c2[nH]nc3c2CCc2ccccc2-3)c1,-28.6,-0.7,-5.3,-0.5,1.9,5.2,-11.5,-15.8,-17.4
Cc1ccc(-n2nc3ccc(NC(=O)c4ccc5c(c4)OCO5)cc3n2)cc1,-15.2[20 µM],-8.4,-68.6,-14.0,-0.9,0.5,-9.3,-6.1,-6.5
O=c1cc(CN2CCN(c3ccccc3)CC2)c2c(ccc3ccccc32)o1,-14.5,-1.8,2.2,-16.8,-2.2,-1.8,-7.5,-78.1,8.6
O=C(CCSc1nnc(-c2ccncc2)o1)Nc1ccc(F)cc1,-10.1,-1.3,10.5,7.2,3.6,2.9,0.2,7.9,-4.5
O=C(Nc1cccc(C(F)(F)F)c1)c1cnc2n(c1=O)CCS2,-13.2,-0.5,-4.0,4.2,-0.2,-2.5,-3.6,-10.8,0.5
COc1cccc(NC(=O)c2cc(OC)c(OC)c(OC)c2Br)c1,-5.9,-10.1,-3.2,7.0,-1.3,-2.2,-8.9,-4.1,-7.3
COCCCN1C(=O)c2ccc(C(=O)Nc3ccc(OC)cc3)cc2C1=O,-6.7[20 µM],-0.4,12.3,-13.1,3.1,-6.5,-11.2,-4.1,-11.9
Cc1ccc(S(=O)(=O)NC(=O)c2ccc(Br)o2)cc1,-18.1,-1.6,-6.2,-7.3,-0.4,3.5,-4.7,0.6,-7.4
O=C(O)C1CC(=O)N(c2ccc(OCc3c(F)cccc3Cl)cc2)C1 (stereo not drawn),-7.5[20 µM],9.9,40.8,11.6,-2.1,-2.7,4.2,10.2,-10.0
COCC(=O)N(CCN(C)C)Cc1cc2cc3c(cc2nc1Cl)OCO3,-19.8,-3.6,-7.0,4.6,0.2,-4.0,-19.1,-5.7,-1.0
Cc1ccc(-c2cc(C(=O)N/N=C/C=C/c3ccccc3)n[nH]2)o1,-12.8,-29.2,6.7,-17.7,-45.0,3.2,-7.1,-13.7,-0.1
c1ccc2[nH]c(N3CCOCC3)nc2c1,-11.8,-3.3,-46.8,-17.6,-2.5,-5.1,2.9,3.1,-6.7
Cc1ccc(-n2nnnc2-c2cnc3ccc(Cl)cc3c2-c2ccccc2)cc1,-15.8[20 µM],-2.3,-18.8,9.6,-0.4,0.9,-17.8,-8.5,-5.0
O=C(CSc1nc2c([nH]c3ccccc32)c(=O)n1-c1ccc(F)cc1)NCc1ccco1,-33.3,-1.5,-69.2,1.8,0.6,4.0,-0.5,-3.9,-6.1
CC(=O)N1CCCN(Cc2cn(-c3ccc(C)cc3)nc2-c2cccc(C)c2)CC1,-31.0,-7.5,-73.4,-4.1,-3.1,-0.2,-7.0,-10.0,-2.9
CN(c1ncc(C(F)(F)F)cc1Cl)N1C(=O)c2cccc([N+](=O)[O-])c2C1=O,-8.3,1.9,13.2,5.9,-3.0,-3.9,4.7,-0.8,2.6
CCOc1ccc2nc(NC(=O)COC)sc2c1,-15.6,-1.8,-0.6,-13.5,-0.7,4.5,-1.0,-7.7,6.8
Cc1cc(-c2ccc(N3C(=O)CCC3=O)c(C)c2)ccc1N1C(=O)CCC1=O,-16.4,-3.6,-11.7,-9.3,-1.5,6.5,-0.8,-8.7,-4.8
COC1CCCN(Cc2nc(Cc3ccccc3F)no2)C1 (stereo not drawn),-22.5,-1.1,-20.2,-2.5,-0.3,-1.5,-4.4,-2.3,-12.8
O=C(COC(=O)CCC(=O)c1cccs1)Nc1ccc(S(=O)(=O)N2CCOCC2)cc1,-7.7,-5.9,-20.1,-31.3,-2.4,3.6,2.2,-7.8,1.3
O=C(CSc1ccccn1)Nc1nc2c(ccc3ccccc32)s1,-21.0,5.7,10.4,-3.9,1.5,1.3,-0.9,-22.4,-15.7
COc1ccc(/C(C)=N/Nc2ccc(F)cc2F)c(O)c1,-22.5,-6.9,-8.5,-16.2,1.5,2.4,-7.1,-6.6,6.4
COc1ccc(OCC(O)CN2CCN(c3ncccn3)CC2)cc1 (stereo not drawn),-7.8,-7.6,-0.5,2.2,0.3,1.9,3.8,2.9,-10.3
COC(=O)c1ccccc1NC(=O)CSc1nc(N)cc(N)n1,-22.0,-5.9,12.3,-21.8,1.2,0.7,-12.0,-5.3,-7.9
CCN1CCCn2c1nc1c2c(=O)n(C)c(=O)n1C,7.4,0.1,2.5,-14.2,-1.5,5.1,29.5,5.0,6.0
CCCc1cc(=O)[nH]c(SCC(=O)c2c(N)n(C)c(=O)n(C)c2=O)n1,-26.0,2.0,-39.9,-18.0,-1.8,3.7,1.5,-7.0,9.7
O=C(CN1C(=O)S/C(=C\C=C\c2ccccc2)C1=O)Nc1ccc(C(=O)O)cc1,-10.7,1.0,39.9,0.4,1.7,-8.2,-7.7,-5.7,-32.1
O=C(c1coc(=O)c2ccccc12)N1CCN(Cc2ccccc2)CC1,-20.9,3.6,-0.6,-12.9,1.1,0.9,-3.6,-10.8,0.4
Cc1cc(C(=O)Nn2c(-c3ccncc3)nc3ccccc3c2=O)ccc1[N+](=O)[O-],-16.9,-2.7,-6.5,-4.4,/,0.6,-9.7,-0.4,-7.7
O=C(NCc1ccc2c(c1)OCO2)C1CCC(CNS(=O)(=O)c2ccccc2)CC1 (stereo not drawn),-14.0[20 µM],0.2,-3.0,-16.1,-1.4,-6.0,-1.6,-0.8,-9.5
COCCNC(=O)c1cc2nc3c(c(C(F)(F)F)n2n1)CCc1ccccc1-3,-16.3,/,-332.4,-13.0,/,2.3,-6.0,-3.7,-2.3
CCCC(=O)Nc1ccc(NC(=S)NC(=O)c2cccs2)cc1,-28.9,-1.8,-19.5,-15.9,0.2,1.5,-1.7,-8.8,-8.8
O=S(=O)(NCc1ccco1)c1cccc(S(=O)(=O)N2CCOCC2)c1,-22.4,-0.5,27.4,-0.4,-2.5,0.8,-7.2,-36.9,-7.2
Cc1ccc(S(=O)(=O)N(C)C)cc1[N+](=O)[O-],-12.1,1.9,-15.2,-10.4,-0.7,2.1,-7.4,-2.5,-6.9
Cc1cc(C)nc(SCc2cn3ccccc3n2)n1,-17.7,0.2,-8.1,-14.1,5.7,6.9,-6.8,-13.9,1.0
COc1ccc2nc3sc(C(=O)NCCCN4CCc5ccccc5C4)cc3cc2c1,-4.3,-3.2,-29.7,-1.4,4.0,4.3,-10.5,-5.4,-7.2

# Ordered by formula weight (ascending): part of the list above
SMILES,Furin inh,Runt-SMMHC FRET,Calpain2 inh,EBV gp42 inh,Runt-CBFb FRET,p97 inhibitor,TbHK1 inh,NCF1 inh,RBBP9 inh
Cc1ccc(S(=O)(=O)N(C)C)cc1[N+](=O)[O-],-12.1,1.9,-15.2,-10.4,-0.7,2.1,-7.4,-2.5,-6.9
CCCC(=O)Nc1ccc(NC(=S)NC(=O)c2cccs2)cc1,-28.9,-1.8,-19.5,-15.9,0.2,1.5,-1.7,-8.8,-8.8
O=C(CN1C(=O)S/C(=C\C=C\c2ccccc2)C1=O)Nc1ccc(C(=O)O)cc1,-10.7,1.0,39.9,0.4,1.7,-8.2,-7.7,-5.7,-32.1
COc1ccc2nc3sc(C(=O)NCCCN4CCc5ccccc5C4)cc3cc2c1,-4.3,-3.2,-29.7,-1.4,4.0,4.3,-10.5,-5.4,-7.2

# (further entries)
SMILES,Furin inh,Runt-SMMHC FRET,Calpain2 inh,EBV gp42 inh,Runt-CBFb FRET,p97 inhibitor,TbHK1 inh,NCF1 inh,RBBP9 inh
O=C(NC1CCCCC1)C(c1ccc2ncccc2c1)N(Cc1ccc2c(c1)OCO2)C(=O)c1ccc2c(c1)OCCO2 (stereo not drawn),-19.8,-2.6,-96.4,10.5,-8.6,2.6,-6.9,-15.5,-5.7
CC1CCCCC1NC(=O)C1CCN(C(=O)NC2CCCCC2)CC1 (stereo not drawn),-11.6[20 µM],-4.1,3.0,-2.8,-0.9,2.2,2.3,-18.1,-4.7
COc1ccc(/C(C)=N/NC(=O)CNC(=O)c2cccs2)cc1,-24.9,0.4,7.9,-8.6,/,0.9,-3.8,2.8,-6.0
NC(=O)CN1C(=O)/C(=c2\sc3nc(=O)c(Cc4ccccc4)nn3c2=O)c2ccccc21,5.2,17.3,12.3,13.1,31.1,2.6,-41.2,9.2,-7.4
CC(C)CCNC(=O)CN(CCCN1CCOCC1)C(=O)Cn1nnc(-c2ccc(F)cc2)n1,-1.3,-0.8,-1.3,-12.8,-1.8,3.4,-5.5,-19.0,4.4
CCCOc1ccc(-c2nnn(CC(=O)Nc3cccc(C(=O)OC)c3)n2)cc1,/,3.2,-15.3,-3.6,-1.1,/,/,11.6,/
CC(C(=O)c1ccccc1)[n+]1cccc(C(N)=O)c1 (stereo not drawn),-19.4,2.2,-2.5,-9.3,-1.1,2.6,-6.0,-12.1,-5.6
N#CCCN(Cc1ccccc1)C(=O)Nc1ccccc1,-10.1,2.7,-5.7,-15.8,-0.8,4.3,-2.0,-6.8,0.2
O=C1c2cccc3c([N+](=O)[O-])ccc(c23)C(=O)N1Cc1cccnc1,-22.3,-31.5,-465.0,122.6*,-13.6,11.3,-10.8,5.1,-0.7
O=c1[nH]c(-c2cccnc2)nc2ccccc12,-21.7[20 µM],5.3,-54.3,-3.9,-2.1,3.5,-2.7,-7.4,6.4
CC(CCCC(C)(C)O)NCCO (stereo not drawn),-30.7,1.2,/,/,0.4,1.4,-17.8,/,-3.5
COc1ncnc2c1NC1=C(S2)C(=NCCC(=O)O)CC(C)(C)C1,-15.5[20 µM],24.7,22.0,139.5*,12.4,-3.8,-21.2,-22.3,-9.8
Cc1[nH]n(-c2ccccc2)c(=O)c1C=Nc1ccc(S(=O)(=O)N(C)C)cc1,-19.2,-0.6,4.9,-12.6,-6.0,0.0,-5.6,-9.1,-7.8
Cn1c(=O)c(C(=O)NCCO)c(O)c2ccccc21,1.1[20 µM],1.9,9.1,-13.6,-0.1,2.7,1.0,-1.7,-3.7
Cc1noc(C)c1CSCC(=O)N1CCN(c2ccc(F)cc2)CC1,-24.2,3.8,-72.7,-2.9,-1.1,-2.6,-5.5,-17.7,-2.4
c1ccc(-c2nnnc3ccccc23)cc1,-8.5,0.6,1.6,2.5,-2.0,-5.8,-8.5,0.7,-5.9
CC(C)(C)c1ccc(C(=O)N/C(N)=N/c2nc3ccccc3o2)cc1,1.1[20 µM],2.7,-16.8,-25.8,0.8,-4.3,-8.3,-7.1,-10.5
C(=C\c1nnc2c3ccccc3ncn12)/c1ccccc1,-9.8,-4.9,-39.8,-3.1,-0.6,1.9,31.6,-10.9,-6.8
O=C(O)/C(=C1/OC(=O)c2ccccc21)c1ccccc1,-24.4,-4.5,-32.9,-11.2,-0.4,3.1,-22.3,-4.1,-6.2
